From PubChem
M5 PAM: positive allosteric modulators of human muscarinic M5 receptor; P08912; CHO-K1 hM5, Fluo-8 calcium, ACh EC20 PAM; 0% = ACh EC20, 100% = ACh EC100; activation, % at 3 µM; 360,000 compounds, 0.3% hits; AID 624038;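 active = activation above the run cutoff, the mean activation of all test compounds plus 3 SD, cut at about 18% in these data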
Target sequence (P08912 whole entry, looked up): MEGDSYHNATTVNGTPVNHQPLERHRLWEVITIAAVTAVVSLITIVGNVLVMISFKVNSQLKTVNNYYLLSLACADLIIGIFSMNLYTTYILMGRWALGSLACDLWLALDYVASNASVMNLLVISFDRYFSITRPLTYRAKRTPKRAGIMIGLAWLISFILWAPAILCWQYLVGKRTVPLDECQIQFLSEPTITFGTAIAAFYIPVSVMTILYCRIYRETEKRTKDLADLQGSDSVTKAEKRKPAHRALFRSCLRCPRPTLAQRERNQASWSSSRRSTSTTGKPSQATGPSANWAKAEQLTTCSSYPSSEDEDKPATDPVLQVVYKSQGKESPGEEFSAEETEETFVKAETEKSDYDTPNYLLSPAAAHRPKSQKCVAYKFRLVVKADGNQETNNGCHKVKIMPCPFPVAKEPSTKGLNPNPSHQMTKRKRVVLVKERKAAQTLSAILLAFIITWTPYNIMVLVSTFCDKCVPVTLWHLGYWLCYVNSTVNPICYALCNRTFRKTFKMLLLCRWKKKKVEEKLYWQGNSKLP
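System: CHO-K1 hM5 cells. Reagent: acetylcholine, EC20 level. Compound dosing: single dose, 3 µM nominal final test concentration. Timing: Post-acetylcholine fluorescence recording 140 s. Detection: Fluo-8 calcium fluorescence. Read-out: % activation, ACh-normalized. Benchmarks: ACh EC20 and EC100 wells. Repeats: singlicate, one well per test compound.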
M5 antag: antagonists of human muscarinic M5 receptor (CHRM5); P08912; CHO-hM5 cells, Fluo-8 calcium fluorescence, ACh EC80; inhibition, % at 3 µM; 360,000 compounds, 0.59% hits; AID 624040;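 active = inhibition above a per-plate cutoff, the mean of that plate's test compounds plus 3 SD, cut at about 27% in these data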;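 note: 0% = acetylcholine EC80 with DMSO and 100% = DMSO without agonist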
CRFBP-R2 agonist: CRF-BP/CRF-R2 complex agonism; AID 588473; 350,000 compounds, 0.46% hits; activation, % at 13.2 µM; HEK293 CRF-R2/CRF-BP, calcium dye fluorescence (FLIPR); percent of saturating CRF peptide response;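 active = activation of at least 50%, plus an integration ratio under a set limit after plate pattern correction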;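 note: plate controls were neutral control wells without compound for no effect and CRF at EC100 for full effect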
CRFR2-BP antag: antagonists of CRF-binding protein/CRF-R2 receptor complex; HEK293 CRF-R2/CRF-BP, CRF-induced calcium fluorescence; inhibition, % at 11.8 µM; 350,000 compounds, 0.59% hits; AID 588475;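 active = inhibition of the ligand-induced calcium signal above about 50% at the single tested concentration, limit read from the data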
M4 PAM: potentiates acetylcholine response at human M4 receptor | P08173 | CHO-K1 hM4/Gqi5, Fluo-8 calcium fluorescence, ACh EC20; 0% = ACh EC20, 100% = maximal ACh | activation, % at 3 µM | 360,000 compounds, 0.4% hits | AID 624126;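 active = activation above its plate's cutoff, the mean activation of sample wells plus 3 SD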; note: some results filed as inactive read as strong as hits
CHO-K1 Ca PAM: M1 PAM counterscreen hit in parental CHO-K1 cells; ATP EC20, Fluo-8 calcium fluorescence; 0% at ATP EC20, 100% at ATP max; activation, % at 3 µM; 360,000 compounds, 0.02% hits;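 active = activation above the run cutoff, the mean activation of all test compounds plus 3 SD, cut at about 40% in these data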;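 note: peak over basal fluorescence ratio in a 140 s read after ATP addition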
CHRM5 agonist: agonists of human muscarinic M5 receptor (CHRM5). P08912. CHO-K1 hM5 cells, Fluo-8 calcium fluorescence; 0% DMSO wells, 100% maximal acetylcholine response. activation, % at 3 µM. 360,000 compounds, 0.19% hits. AID 624037;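 active = activation above the run's mean over test compounds plus 3 SD, cut at about 23% in these data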;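 note: signal is peak over basal fluorescence ratio across the kinetic read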
TAAR1 antag: antagonists of human TAAR1; Q96RJ0; CHO RD-HGA16 TAAR1, Fluo-8 calcium fluorescence, antagonist; inhibition, % at 3 µM; 360,000 compounds, 1.5% hits;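 active = inhibition above a per-plate cutoff, the mean inhibition of test compounds on that plate plus 3 SD, cut at about 49% in these data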;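 note: 0% = DMSO plus EC80 beta-PEA response and 100% = DMSO alone without agonist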
Target sequence (Q96RJ0 whole entry, looked up): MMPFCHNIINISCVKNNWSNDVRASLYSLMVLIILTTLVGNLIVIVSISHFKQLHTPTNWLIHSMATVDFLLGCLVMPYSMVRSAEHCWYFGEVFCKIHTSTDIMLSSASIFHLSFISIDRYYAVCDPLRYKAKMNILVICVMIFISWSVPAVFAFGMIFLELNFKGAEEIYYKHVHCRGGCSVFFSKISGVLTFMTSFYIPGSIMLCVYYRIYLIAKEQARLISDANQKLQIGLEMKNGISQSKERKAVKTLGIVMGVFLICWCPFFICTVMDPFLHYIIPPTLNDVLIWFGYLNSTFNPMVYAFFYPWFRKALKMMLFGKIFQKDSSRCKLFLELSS
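Test system: CHO RD-HGA16 cells bearing hTAAR1 | Reagent: β-PEA, EC80 | Compound dosing: 3 µM, single point | Schedule: Dye loading 75 min at 37 °C, then 30 min room temperature | Signal: Calcium fluorescence with Fluo-8 | Evaluation: Percent inhibition of PEA-evoked calcium signal, max/basal emission ratio | Control set: DMSO-only wells and EC80 β-PEA-stimulated wells | Repeats: Singlicate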
TAAR1 agonist: agonists of human TAAR1. Q96RJ0. CHO RD-HGA16 TAAR1, Fluo-8 calcium fluorescence; vehicle wells 0%, saturating PEA agonist 100%. activation, % at 3 µM. 360,000 compounds, 0.99% hits;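 active = activation above the mean activation of all test compounds in the run plus 3 SD, cut at about 38% in these data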
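System: CHO-derived RD-HGA16 cells with stable Gα16 and human TAAR1. Times: 17-24 h plating, Fluo-8 75 min 37 °C, 30 min RT. Measured by: calcium-sensitive Fluo-8 signal, excitation 470-495, emission 515-575 nm. Read-out basis: % activation relative to PEA EC100 response. Control set: DMSO and PEA EC100. Repeats: no replicates (n 1).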
Starred values were filed as active, the others as inactive; . = not tested or not shown.

SMILES	M5 PAM	M5 antag	CRFBP-R2 agonist	CRFR2-BP antag	M4 PAM	CHO-K1 Ca PAM	CHRM5 agonist	TAAR1 antag	TAAR1 agonist
CCC(CC)C(=O)Nc1cccc(C(=O)Nc2ccc3c(c2)OCO3)c1	-3	3	-8.1	4	-4	10	4	13	4
O=C(CC1NCCNC1=O)Nc1cccc([N+](=O)[O-])c1 (stereo not drawn)	12	8	8.1	1	14	4	1	-2	1
CC(NCC(=O)Nc1cc(S(=O)(=O)N2CCCCCC2)ccc1Cl)c1ccccc1 (stereo not drawn)	-12	18	6.8	-9	-16	13	-8	13	3
CC(=O)Nc1cc(C)nn1-c1nc(C)cc(C)n1	3	7	0.8	-3	4	10	2	3	-1
Cc1nc(C(=O)N2CCCC(C(=O)c3cccc(OC(C)C)c3)C2)cs1 (stereo not drawn)	-3	9	-0.4	22	0	1	0	-4	3
CC1(C)CC(=O)C(C=Nc2ccc(O)cc2)=C(O)C1	-6	12	-3.3	23	-2	10	0	-20	3
CCOC(=O)c1sc2nc(CSc3ccccc3)nc(N3CCC(C(N)=O)CC3)c2c1C	-4	2	2.3	-4	-19	9	0	39	22
Cc1cc(C)cc(NC(=S)N2CCC(C(=O)c3ccc(F)cc3)CC2)c1	-5	8	2.2	5	6	18	-9	5	3
CN(Cc1ccccc1)S(=O)(=O)c1ccc(C(=O)Nc2nnc(C3CC3)o2)cc1	-1	2	0.9	6	6	17	3	.	.
O=C(N1CCOCC1)C(F)(F)C(=O)N1CCOCC1	0	4	-0.2	-13	8	18	2	7	6
O=C1CC(Sc2cccs2)C(=O)N1c1ccccc1 (stereo not drawn)	3	0	-0.7	12	-10	23	-4	-2	2
COc1ccc(-c2nnc(SCC(=O)NC(C)C)n2CC2CCCO2)cc1OC (stereo not drawn)	6	-4	0.8	22	2	17	0	0	4
Cc1nn(CCCC(=O)NCCc2ccccc2)c(=O)c2nccn12	-1	2	1.4	7	1	9	-1	-34	44*
CC(CO)N1CCS(=O)(=O)CC1 (stereo not drawn)	4	-4	1.2	34	-1	18	-1	1	3
O=C1c2ccccc2[C@@H]2C[C@@H](O)[C@H](Nc3ccccc3Cl)CCN12	-7	6	-0.1	-3	-9	11	3	22	12
COc1ccc(C2(C)C(C#N)C(=O)NC(=O)C2C#N)cc1 (stereo not drawn)	8	0	0.7	13	6	9	2	-6	3
COc1ccc(NC(=O)CC23CC4CC(C2)CC(n2nnc(C)n2)(C4)C3)cc1	0	6	-2.9	16	-12	8	-1	-28	0
O=S(=O)([N-]c1nc2ccccc2nc1-n1cc[n+](Cc2ccccc2)c1)c1ccc(Br)cc1	-6	6	0.1	-2	-1	-26	-3	-19	0
C[C@H](O)C#Cc1cnc2c(c1)C(=O)N([C@H](C)CO)C[C@@H](C)[C@H](CN(C)C(=O)Nc1ccc(C(F)(F)F)cc1)O2	-1	-2	2.8	4	4	11	0	-16	3
COc1ccc(CCN2C(=O)COc3ccccc3C2C(=O)NC(C)(C)C)cc1OC (stereo not drawn)	3	1	.	.	16	-1	2	-13	4
c1ccc(-c2ccncc2)nc1	-5	14	-0.1	1	4	-10	0	6	17
Cc1cc(N)n(-c2nc3ccccc3s2)n1	-5	-1	-0.7	21	-1	9	-6	7	2
Cc1ccc2c(c1)/C(=C/c1ccccc1C)C(=O)N2	-6	16	0.2	-22	-4	0	-7	-6	6
CC(NC(=O)CCn1nc(-c2ccc(Cl)cc2)ccc1=O)c1ccccc1 (stereo not drawn)	2	8	-0.7	12	-9	0	2	-29	4
Cc1cccc(N2CC(O)=C(c3nc4ccccc4n3C)C2=N)c1	-4	5	-2.4	-8	2	-5	3	-2	5

Sorted by formula weight (falling): some entries from above.
SMILES	M5 PAM	M5 antag	CRFBP-R2 agonist	CRFR2-BP antag	M4 PAM	CHO-K1 Ca PAM	CHRM5 agonist	TAAR1 antag	TAAR1 agonist
COc1ccc(-c2nnc(SCC(=O)NC(C)C)n2CC2CCCO2)cc1OC (stereo not drawn)	6	-4	0.8	22	2	17	0	0	4
CC(NC(=O)CCn1nc(-c2ccc(Cl)cc2)ccc1=O)c1ccccc1 (stereo not drawn)	2	8	-0.7	12	-9	0	2	-29	4
Cc1cc(C)cc(NC(=S)N2CCC(C(=O)c3ccc(F)cc3)CC2)c1	-5	8	2.2	5	6	18	-9	5	3
CC(CO)N1CCS(=O)(=O)CC1 (stereo not drawn)	4	-4	1.2	34	-1	18	-1	1	3

Carrying on.
SMILES	M5 PAM	M5 antag	CRFBP-R2 agonist	CRFR2-BP antag	M4 PAM	CHO-K1 Ca PAM	CHRM5 agonist	TAAR1 antag	TAAR1 agonist
COC(=O)c1c[nH]n2c(=O)c(C(C)C)c(C)nc12	5	0	-0.1	-1	5	16	-2	9	13
Cc1csc(NC(=O)Cc2coc3cc(C)c(C(C)C)cc23)n1	-5	1	0.7	-54	7	7	-6	25	4
C[C@@H]1CC=C[C@@H]2[C@H]1C(=O)N(Cc1ccccc1)[C@H]2c1ccccc1Br	-2	0	0.8	-3	-8	-10	2	70*	4
CCn1cc(C(=O)NCCCOC(C)C)c(=O)c2cc(S(=O)(=O)N3CCCC3)ccc21	-3	16	8.4	-4	2	-24	-4	-15	-1
Cn1cnc2c(NCc3ccco3)ncnc21	0	0	-0.7	-5	12	16	3	-16	0
COCCn1c(C)cc(C(=O)CSc2nc(C)c(C)c(C)n2)c1C	0	5	-0.1	-1	-7	18	-2	0	4
Cc1ccc(NC(=O)c2ccc3c(c2)N(CC(=O)NC(C)C)C(=O)C(C)(C)O3)cc1	10	-10	0.8	-1	7	15	-2	-8	3
O=C(NC1CCCCC1)Oc1cccc2ccccc12	-12	10	-0.4	0	-3	4	-1	8	4
CCN(CC)c1ccc2cc(-c3nnc(-c4ccccc4)o3)c(=O)oc2c1	-8	24	192*	-155	-5	4	22	40	34
CCOC(=O)CNC(=O)N1CCCC(N(C)CCc2ccccc2)C1 (stereo not drawn)	6	-10	0.2	12	-2	12	-5	-15	10
COc1cccc(NC(=O)C2CC2(c2cccc(OC)c2)c2cccc(OC)c2)c1 (stereo not drawn)	-2	-6	2.0	37	0	25	-3	11	2
COc1ccc(-n2nc3c(c2NC(=O)c2ccco2)CS(=O)(=O)C3)cc1	-7	22	0.6	12	3	17	-5	-9	3
CC1(C(=O)NS(=O)(=O)c2ccc(Cl)cc2)CCN1C(=O)c1ccccc1CCc1ccccc1 (stereo not drawn)	-2	6	.	.	0	16	-1	-23	3
Cc1cccc(NC(=S)NC(=O)c2ccco2)c1C	13	-3	-1.0	-13	8	12	1	9	-1
O=C(O)c1cccc(S(=O)(=O)Nc2ccc(O)c(Sc3nc4ccccc4s3)c2)c1	11	2	0.6	11	11	12	-1	8	2
Cc1cc([N+](=O)[O-])ccc1NC(=O)c1ccc(NC(=O)C(C)C)cc1	-6	-20	1.2	-20	-4	17	3	-2	4
O=C(NC1=NCCS1)c1ccc(OCC2CCCO2)cc1 (stereo not drawn)	7	13	-2.6	13	-4	-4	2	2	4
CC1=C(C)CC(C(=O)NCc2ccccc2F)C(C(=O)O)C1 (stereo not drawn)	-3	1	.	.	8	16	-1	0	4
CCCCn1nnnc1C(c1ccccc1)N1CCN(C(C)=O)CC1 (stereo not drawn)	1	-3	.	.	10	10	0	-5	0
O=C(c1ccncc1)N(c1ccc2oc3c(c2c1)CCCC3)S(=O)(=O)c1ccc(F)cc1	-14	-7	-1.9	23	-13	23	-4	3	11
COC(=O)C1=C(C)N(CCCC(=O)O)C(=O)NC1c1cccs1 (stereo not drawn)	8	-2	2.8	7	13	8	3	4	7
O=C(CCCCCCN1C(=O)c2ccccc2C1=O)Nc1nccs1	-9	4	3.6	-8	-5	23	1	16	22
CC1CCc2c(sc(NC(=O)c3ccc(N4C(=O)CCC4=O)cc3)c2C(N)=O)C1 (stereo not drawn)	6	3	-1.1	-8	11	20	4	-10	8
CCN(c1ccc(NC(=O)c2cccc(S(=O)(=O)N3CCN(C)CC3)c2)cc1)C(C)C	-1	-14	0.7	-14	-3	9	-4	-9	7
O=C(OCC(=O)N1CCCC1=O)c1ccc(Cl)cc1[N+](=O)[O-]	3	5	-0.2	9	2	-29	-1	-3	1

Remaining list, next part
SMILES	M5 PAM	M5 antag	CRFBP-R2 agonist	CRFR2-BP antag	M4 PAM	CHO-K1 Ca PAM	CHRM5 agonist	TAAR1 antag	TAAR1 agonist
FC(F)(F)c1ccc(-c2cccc3c2C2CC3CCN2Cc2ccccc2)cc1 (stereo not drawn)	2	-9	-1.4	-9	8	8	1	-20	2
O=c1[nH]c(CN2CCN(c3ccc([N+](=O)[O-])cc3)CC2)nc2ccsc12	-4	-9	-1.8	20	-10	10	2	8	4
O=C(O)c1cc(-c2ccccc2Cl)n(-c2ccc(F)cc2)n1	2	7	-0.7	-6	8	25	-4	-11	4
CC(Sc1nnc(COc2ccc(Cl)cc2)n1Cc1ccco1)C(=O)N1CCNC1=O (stereo not drawn)	-7	-2	0.1	8	-2	13	4	2	14
CC(C)=N/N=C1/NC(=O)C(c2ccccc2)S1 (stereo not drawn)	2	11	-1.4	17	-8	28	7	55*	34
Cc1ccc(C)c(N(CC(=O)NCCSCc2ccco2)S(C)(=O)=O)c1	-1	0	0.2	28	-1	19	1	2	7
CC1CCCN(C(=O)CNS(=O)(=O)c2cccs2)C1 (stereo not drawn)	-1	14	-1.5	9	-3	7	-4	6	-3
CN(CC(=O)Nc1ccccc1Cl)C(=O)COC(=O)c1ccc([N+](=O)[O-])cc1Cl	-3	1	-2.8	6	1	5	0	4	0
CCc1cccc(NC(=S)N(CCN(C)C)C2CCN(C(C)C)CC2)c1	-4	1	-1.1	-6	2	7	-1	-7	-1
CC(C)(C)C(=O)Nc1nnc(CCc2ccccc2)s1	8	-9	-0.2	-21	1	12	4	3	0
Cc1ccc(NC(=S)N(CCCN2CCC(C)CC2)Cc2ccco2)cc1C	9	2	-2.6	-5	-4	-11	-5	-1	0
Cc1oc2nc(SCCCC(=O)NCCCO)nc(N)c2c1C	9	-4	-1.0	16	-4	13	-3	-10	14
COc1ccc(C(=O)NCCc2cnc[nH]2)cc1OC	0	-3	1.1	-6	2	-12	1	1	15
Cn1cc(C2=C(c3ccc(Cl)cc3Cl)C(=O)NC2=O)c2ccccc21	1	3	144*	-156	3	23	2	5	23
COc1nc(N/N=C/c2ccc(C)cc2)nc(N2CCCCC2)n1	-9	1	0.4	1	-4	1	-4	6	3
CC(CCc1ccccc1)NC(=O)C(=O)Nc1ccccc1 (stereo not drawn)	4	-4	-0.3	-6	6	20	0	1	1
CC1(NC(=O)CSc2nnc(-c3c[nH]c4ccccc34)n2C2CC2)CCS(=O)(=O)C1 (stereo not drawn)	2	7	0.0	-6	16	15	-1	14	-1
